# Screens: PubChem BioAssay, several laboratories
# DSG3 Ab inh – human desmoglein-3 autoantibody binding inhibition. P32926. DSG3-coupled beads, scFv-anti-DSG3-GFP binding, flow cytometry; hits give low values. binding (percent of control), % at 10 µM. 0.48% of 310,000 active. AID 588358;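 active = binding more than 3 SD below its plate's average and above zero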;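 also: hits lower antibody fragment binding to DSG3; some compounds called inactive have numbers as strong as hits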
# Arrestin-AP2 inh – human beta-arrestin and AP2 interaction inhibition | inhibition, % at 10 µM | 0.31% of 340,000 active | FITC-arrestin peptide / GST-AP2 beads, flow cytometry; AP2 beta2 appendage carries R879A mutation;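 active = inhibition above a set limit, near 3 SD of compounds lacking own fluorescence, cut at about 54% in these data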;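 also: plate controls were DMSO wells for no effect and 5 µM unlabelled arrestin peptide for full effect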
#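 Assay system: GST-AP2 R879A bound to glutathione beads, E. coli-expressed; Medium: PBS with 0.05% Tween 20 and 0.1% BSA; Also added: fluorescein-tagged arrestin peptide at 50 nM final; Timing: 12 min plus 1 h, RT; Measured by: flow cytometry, FL1 (488/535 nm); Evaluation: percent drop in bead-associated FITC signal.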
# DAGLB inh – blocks human DAGLB lipase activity. Q8NCG7. HEK293T DAGLB membrane lysate, EnzChek fluorogenic substrate. inhibition, % at 5.17 µM. 0.059% of 340,000 active. AID 504411; in the data active = inhibition above about 34%;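 also: 0% = enzyme with vehicle and 100% = wells lacking enzyme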
# OPRM1-OPRD1 inv – inverse agonist of human OPRM1-OPRD1 heterodimerization; P35372+P41143; cell-based MOR-DOR heterodimer luminescence, inverse agonism; inhibition, % at 9.3 µM; 0.21% of 340,000 active; AID 504357; in the data active = inhibition above about 22%, passing the limit was not always enough;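 also: 0% = cells with DMSO and 100% = wells without cells with DMSO; values of inactives mirror those of a sister screen read the other way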
# Target sequence (P35372 whole entry, looked up): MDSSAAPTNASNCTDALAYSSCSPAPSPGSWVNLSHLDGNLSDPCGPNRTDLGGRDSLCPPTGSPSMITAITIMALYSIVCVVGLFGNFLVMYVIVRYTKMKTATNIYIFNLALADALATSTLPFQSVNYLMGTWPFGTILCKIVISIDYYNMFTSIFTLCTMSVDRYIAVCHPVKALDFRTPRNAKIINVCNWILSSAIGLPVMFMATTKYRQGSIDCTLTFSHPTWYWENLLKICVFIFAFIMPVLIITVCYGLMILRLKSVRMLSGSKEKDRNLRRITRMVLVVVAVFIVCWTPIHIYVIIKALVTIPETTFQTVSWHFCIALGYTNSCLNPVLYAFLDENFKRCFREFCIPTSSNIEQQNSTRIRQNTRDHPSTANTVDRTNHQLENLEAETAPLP
# Target sequence (P41143 whole entry, looked up): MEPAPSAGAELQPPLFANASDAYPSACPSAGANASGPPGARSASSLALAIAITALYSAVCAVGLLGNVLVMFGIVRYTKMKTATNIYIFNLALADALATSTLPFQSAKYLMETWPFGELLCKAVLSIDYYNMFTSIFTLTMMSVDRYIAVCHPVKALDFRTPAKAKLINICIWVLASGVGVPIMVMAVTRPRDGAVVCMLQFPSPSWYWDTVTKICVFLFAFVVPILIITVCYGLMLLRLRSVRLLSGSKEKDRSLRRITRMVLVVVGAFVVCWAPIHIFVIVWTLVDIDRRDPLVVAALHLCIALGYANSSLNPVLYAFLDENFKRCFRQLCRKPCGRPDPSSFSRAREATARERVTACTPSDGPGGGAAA
# V-ATPase pHluor – alters yeast V-ATPase proton transport; S. cerevisiae, pHLuorin cytosolic pH fluorescence; response, % at 10 µM; 0.37% of 350,000 active; in the data active = response mostly above about 7.3%, no sharp cut-off; inactive = mostly below about 5.4%; also: actives read high; inactives centre near 0; some compounds called inactive have numbers as strong as hits; reference of the scale not given here
# HTR5A inv ag – inverse agonist of human HTR5A in OPRM1-OPRD1 counter-screen; P47898; HTR5A cell line, luminescence, inverse agonism; inhibition, % at 9.3 µM; 0.083% of 340,000 active; AID 504634; in the data active = inhibition mostly above about 23%, no sharp cut-off; inactive = mostly below about 18%;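 also: 0% = cells with DMSO and 100% = no-cell wells with DMSO; some compounds called inactive have numbers as strong as hits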
# PKA-R1A act – activates the PKA-R1A holoenzyme complex. P00514+P68181. PKA-R1A dissociation, Cy5-IP20 fluorescence polarization; scaled: DMSO 0%, 113 µM cGMP 100%. activation, % at 11.4 µM. 0.083% of 340,000 active;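 active = percent activation above the mean of all tested compounds plus 3 SD, cut at about 19% in these data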;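 also: higher means more PKAc released from R1A so a rise in polarization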
# OPRM1-OPRD1 ag – OPRM1-OPRD1 heterodimerization agonism; cells, luminescence; activation, % at 9.3 µM; 0.3% of 340,000 active; AID 504326; in the data active = activation above about 18%;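 also: 0% = vehicle-treated cells and 100% = reference agonist; values of inactives mirror those of a sister screen read the other way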
# HTR5A ag – activates human HTR5A in OPRM1-OPRD1 agonist counter-screen; activation, % at 9.3 µM; HTR5A agonist assay, luminescence, cell-based; P47898; 0.61% of 340,000 active; AID 504692; in the data active = activation mostly above about 9.5%, no sharp cut-off; inactive = mostly below about 7.6%;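 also: 0% = cells with vehicle only and 100% = reference agonist; strong numbers were not always called active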
# PKA-R2B act – activates the human PKA-R2B holoenzyme complex. activation, % at 11.4 µM. PKA-R2B holoenzyme dissociation, Cy5-IP20 fluorescence polarization; R2B truncated from residue 108, S112A mutant; 0% DMSO only, 100% 113 µM cGMP. P22694+P31323. 0.079% of 340,000 active. AID 504700;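 active = activation above a cutoff set at the mean over all compounds plus 3 SD, cut at about 18% in these data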;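 also: higher means more holoenzyme dissociation and a rise in polarization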
# * marks the source's active call; other numbers are inactive results; x = no result given.
SMILES,DSG3 Ab inh,Arrestin-AP2 inh,DAGLB inh,OPRM1-OPRD1 inv,V-ATPase pHluor,HTR5A inv ag,PKA-R1A act,OPRM1-OPRD1 ag,HTR5A ag,PKA-R2B act
COc1ccccc1C(=O)NNC(=O)c1ccc(F)cc1,106,8,-2,-1,1,0,1,0.2,-3,-10
COc1ccc(-c2sc3cc4c(cc3c2C#CC2(N)CCCCC2)OCO4)cc1,112,0,-9,-14,-1,-51,-5,2.6,3,-2
O=C(Cc1ccc(Cl)cc1)NN1C(=O)c2ccccc2C1=O,104,31,-2,0,3,-4,2,0.0,2,-5
Cc1cccc(NC(=O)c2cc(NC(=O)c3ccccc3)ccc2N2CCCCC2)c1,x,-1,-3,7,1,-10,-3,-1.4,3,7
Cc1ccc(C)c(NC(=O)CN(C)C(=O)c2oc3c(Cl)cccc3c2C)c1,113,22,-17,-7,-3,5,8,1.3,-2,4
O=C1CC(c2ccc(O)c(O)c2)Oc2c1ccc(O)c2O (configuration not stated),95,2,-4,-1,-3,12,0,0.1,4,11
O=C(COc1ccccc1C(=O)NCc1ccncc1)Nc1ccc(Br)cc1,110,4,3,11,-2,-5,7,-2.1,2,-1
CC(=O)Nc1ccc(NC(=O)c2ccccc2Nc2ccccc2)cc1,99,1,1,-9,0,-12,1,1.1,1,-3
CCCn1cc(CN2CCCC(CNC(=O)c3ccc(F)cc3)C2)c(C)n1 (configuration not stated),97,-5,-2,2,-4,2,15,-0.5,0,-2
O=C(O)/C=C\C(=O)NCc1ccccc1,x,-6,2,5,1,-16,-14,-1.0,3,-6
CCn1cc(C(=O)NC(=S)Nc2cccc(O)c2)cn1,111,-5,-3,2,-3,9,0,-0.4,0,4
NC(=O)[C@@H]1CCCNc2c(F)cc([N+](=O)[O-])cc2C(=O)N[C@@H](CO)C(=O)NCC(=O)N1,94,6,2,-1,13,-11,3,0.1,4,1
Cc1ccc(N2C3=C(C(=O)CC(C)(C)C3)C(c3cn(C)nc3C)C3=C2CC(C)(C)CC3=O)cc1,147,3,1,11,-2,-3,8,-2.3,1,-8
O=C(CN(C(=O)c1ccccc1Cl)N1C(=O)C2C3C=CC(C3)C2C1=O)c1cccs1 (configuration not stated),99,8,-1,8,-5,-11,7,-1.6,3,1
CCOC(=O)c1ccc(N2C(=O)CC(N3CCN(C(=O)c4ccco4)CC3)C2=O)cc1 (configuration not stated),x,0,2,6,1,8,0,-1.0,-1,-1
Cn1ccc(NC(=O)Nc2cccc(C(F)(F)F)c2)n1,98,4,2,-6,0,-27,-20,1.2,9,-9
CCN(CC(=O)NC1CCS(=O)(=O)C1)S(=O)(=O)c1cc(C)ccc1C (configuration not stated),97,2,1,3,1,-9,5,-0.5,3,-8
COc1ccc(-c2ccoc2)cc1[C@H]1[C@H]2C=CC[C@@H](C)[C@@H]2C(=O)N1Cc1ccccc1,99,0,-2,-14,-4,-1,4,3.0,1,-1
CC(C)c1ccc(Nc2ccc(C(=O)O)cc2[N+](=O)[O-])cc1,104,8,19,11,-4,-10,-5,-2.3,3,3
CC1CCN(C(=O)CN2C(=O)C(C)(C)Oc3ccc(C(=O)NC4CCCC4)cc32)CC1,94,15,1,-2,0,-15,11,0.4,-4,1
COC(=O)C1=C(C)N(Cc2ccccc2)C(=NCCc2c[nH]c3ccccc23)N[C@H]1c1cccc(F)c1,117,-4,4,-63,1,-39,1,12,10,0
COc1ccc(-c2cnc3ccccc3n2)cc1NC(=O)CNC(=O)c1ccccc1,98,6,-1,8,0,-9,-10,-1.5,4,10
O=C(c1ccco1)N1CCN(C(=O)c2cnn3cccnc23)CC1,103,-1,1,4,-4,-3,-9,-0.8,4,0
O=C(Nc1ccccn1)c1ccc(COc2ccccc2Cl)o1,104,20,-14,2,-3,-7,0,-0.4,1,0
COC(=O)C1=C(N)Oc2cc(C)n(Cc3ccncc3)c(=O)c2C1c1cccnc1 (configuration not stated),106,-1,2,5,1,1,-11,-0.9,1,10

# (next part)
SMILES,DSG3 Ab inh,Arrestin-AP2 inh,DAGLB inh,OPRM1-OPRD1 inv,V-ATPase pHluor,HTR5A inv ag,PKA-R1A act,OPRM1-OPRD1 ag,HTR5A ag,PKA-R2B act
CCc1ccc(/C=N/NC(=O)c2nnn(-c3nonc3N)c2CN2CCOCC2)cc1,93,-11,-1,7,1,-3,-4,-1.3,1,1
COc1ccc(/C(C)=N/OCC(=O)N2CC3(C)CC2CC(C)(C)C3)cc1 (configuration not stated),111,-10,-5,8,5,9,0,-1.4,1,3
C=C(C)c1cccc(C(C)(C)NC(=O)Nc2cc(C)ccn2)c1,84,-9,-3,-9,4,6,3,1.6,2,4
CCOc1ccccc1CNC(=O)CCNC(=O)Cn1ccc2ccccc2c1=O,x,-2,-6,-11,7,-4,6,1.8,14,1
Cc1cc(C(F)F)n2nc(C(=O)Nc3sc4c(c3C(N)=O)CCC4)nc2n1,110,8,2,15,0,12,1,-2.8,3,8
CC(C)(C)C(=O)Nc1cccc(-c2ccc[nH]2)n1,86,-20,0,10,2,4,5,-2.4,-1,-4
O=C(Nc1nc2cc3c(cc2s1)OCCO3)c1ccc([N+](=O)[O-])o1,104,0,7,-9,4,16,6,1.8,2,0
C[C@H](NC(=O)c1nc[nH]c1C(=O)N1CCNCC1)C(=O)OCc1ccccc1,104,8,2,13,3,2,0,-2.3,-1,-3
COc1ccc(N2C(=O)CC(NC34CC5CC(CC(C5)C3)C4)C2=O)c(OC)c1 (configuration not stated),104,9,3,-15,4,-2,18,2.7,10,10
O=C(NCCCN1CCOCC1)c1ccc2c(c1)N(Cc1cccc(Cl)c1)C(=O)CS2,x,-1,0,1,2,-1,1,-0.2,0,0
Cc1ccccc1OCC(=O)OCC(=O)c1ccc(-c2ccccc2)cc1,103,31,-6,15,-4,-1,-2,-2.2,-1,7
C/C(=N\Nc1cccc2cccnc12)c1ccc[nH]1,92,6,2,4,-6,11,3,-0.8,-4,-9
O=C(NC1CCCc2ccccc21)c1cc(F)cc(F)c1 (configuration not stated),97,22,-3,-17,0,-5,0,2.4,7,-3
CC(C)(C)c1csc(NC(=O)c2cccnc2)n1,117,0,2,17,-1,16,-8,-3.4,-5,-8
C=CCNC(=O)Cc1c(OC)ccc2cc(Br)ccc12,96,6,2,-6,10,1,-2,1.1,-1,11
Cc1cc(-c2nnc(CCC(=O)N(CC3CC3)CC3CCCO3)o2)no1 (configuration not stated),85,2,0,6,0,-43,-3,-1.0,3,3
COc1ccccc1NS(=O)(=O)c1cccc(-n2c(O)c(C=Nc3ccccc3C(=O)O)c3ccccc3c2=O)c1,96,-5,18,-7,-1,34,1,1.4,14*,-7
COCCN1C(=O)/C(=C/c2ccc(N3CCCC3)cc2)SC1=S,264,-17,-11,-4,-4,4,-7,0.5,-1,-3
COc1ccc(CCN2CC(C(=O)NCc3ccco3)CC2=O)cc1OC (configuration not stated),91,-1,-1,9,-6,-12,-8,-1.8,-1,-9
O=C1c2ccccc2NC(c2ccncc2)N1c1ccccn1 (configuration not stated),102,13,3,4,0,1,3,-0.8,-1,0
CN(Cc1ccccc1)C(=O)CCC(=O)N(C)Cc1ccccc1,105,-2,0,12,3,15,-13,-2.1,-1,-5
CCOC(=O)/C(C#N)=C/c1ccc(SC)cc1,89,14,-3,14,-2,20,-4,-2.8,-3,9
CCC(C)C1NC(=S)N(C2CCCCC2)C1=O (configuration not stated),104,-4,-5,-25,-2,-17,5,4.9,6,5
Cn1nc(C(=O)OCC(=O)c2ccccc2)c2ccccc2c1=O,107,2,0,14,1,-10,17,-3.5,4,-3
O=C(CN1CCN(c2nc(-c3ccc(F)cc3)cs2)CC1)NCc1ccc2c(c1)OCO2,101,3,0,-12,0,-20,5,2.0,2,-22
Cc1ccc2nc3c(c(C(=O)O)c2c1)CCC3,98,-10,1,-8,-2,-27,-2,1.2,10,0
O=C(C=Cc1ccccc1)CC(c1ccccc1)N1CCOCC1 (configuration not stated),113,31,-5,3,-2,-5,8,-0.5,1,8
COc1ccc(NC(=O)/C=C/C(=O)O)cc1Cl,102,2,4,19,1,-11,-5,-3.3,-2,2
Cc1cc(C)n(-c2cc(C)c(C)cc2Br)n1,98,-1,-3,-4,-14,-9,-3,0.7,0,-10

# Molecules above with a Cl atom:
SMILES,DSG3 Ab inh,Arrestin-AP2 inh,DAGLB inh,OPRM1-OPRD1 inv,V-ATPase pHluor,HTR5A inv ag,PKA-R1A act,OPRM1-OPRD1 ag,HTR5A ag,PKA-R2B act
O=C(Cc1ccc(Cl)cc1)NN1C(=O)c2ccccc2C1=O,104,31,-2,0,3,-4,2,0.0,2,-5
Cc1ccc(C)c(NC(=O)CN(C)C(=O)c2oc3c(Cl)cccc3c2C)c1,113,22,-17,-7,-3,5,8,1.3,-2,4
O=C(CN(C(=O)c1ccccc1Cl)N1C(=O)C2C3C=CC(C3)C2C1=O)c1cccs1 (configuration not stated),99,8,-1,8,-5,-11,7,-1.6,3,1
O=C(Nc1ccccn1)c1ccc(COc2ccccc2Cl)o1,104,20,-14,2,-3,-7,0,-0.4,1,0
O=C(NCCCN1CCOCC1)c1ccc2c(c1)N(Cc1cccc(Cl)c1)C(=O)CS2,x,-1,0,1,2,-1,1,-0.2,0,0
COc1ccc(NC(=O)/C=C/C(=O)O)cc1Cl,102,2,4,19,1,-11,-5,-3.3,-2,2

# Part of the list above in order of heavy-atom count, rising.
SMILES,DSG3 Ab inh,Arrestin-AP2 inh,DAGLB inh,OPRM1-OPRD1 inv,V-ATPase pHluor,HTR5A inv ag,PKA-R1A act,OPRM1-OPRD1 ag,HTR5A ag,PKA-R2B act
Cc1ccc2nc3c(c(C(=O)O)c2c1)CCC3,98,-10,1,-8,-2,-27,-2,1.2,10,0
C/C(=N\Nc1cccc2cccnc12)c1ccc[nH]1,92,6,2,4,-6,11,3,-0.8,-4,-9
Cc1cc(-c2nnc(CCC(=O)N(CC3CC3)CC3CCCO3)o2)no1 (configuration not stated),85,2,0,6,0,-43,-3,-1.0,3,3
COc1ccc(CCN2CC(C(=O)NCc3ccco3)CC2=O)cc1OC (configuration not stated),91,-1,-1,9,-6,-12,-8,-1.8,-1,-9

# 3 compounds from above, sorted by the number in OPRM1-OPRD1 ag, highest first.
Structure | DSG3 Ab inh | Arrestin-AP2 inh | DAGLB inh | OPRM1-OPRD1 inv | V-ATPase pHluor | PKA-R1A act | OPRM1-OPRD1 ag | PKA-R2B act
COCCN1C(=O)/C(=C/c2ccc(N3CCCC3)cc2)SC1=S | 264 | -17 | -11 | -4 | -4 | -7 | 0.5 | -3
CCN(CC(=O)NC1CCS(=O)(=O)C1)S(=O)(=O)c1cc(C)ccc1C (configuration not stated) | 97 | 2 | 1 | 3 | 1 | 5 | -0.5 | -8
Cn1nc(C(=O)OCC(=O)c2ccccc2)c2ccccc2c1=O | 107 | 2 | 0 | 14 | 1 | 17 | -3.5 | -3
